CaV13 FRET inh = Primary screen for inhibitors of IQ motif and Ca2+-dependent inactivation inhibitor domain binding in CACNA1D, Förster resonance energy transfer in living cells, …. HEK cells, CFP/YFP FRET ICDI-IQ, plate reader, 10 min; percent FRET-ratio fall versus neutral wells. inhibition, % at 12.3 µM. hit rate 0.098% among 340,000. AID 743397;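 active = mean replicate inhibition of at least 30% and at least 1% of replicates passing that level; inconclusive = only one of the two criteria is met; inactive = neither criterion is met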;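 also: 0% = median of the neutral control wells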
MC4R antagonist = MC4R antagonists of cAMP signaling, primary screen, cell-based, TR-FRET, antagonist arm of biased-ligand search. inhibition, % at 6.5 µM. MC4R-expressing cells, MTII-stimulated cAMP, LANCE TR-FRET. hit rate 0.48% among 360,000. Melanocortin receptor 4 (Homo sapiens), P32245;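 active = inhibition above its plate's cutoff, the mean of tested wells on that plate plus 3 SD, cut at about 29% in these data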;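 also: 0% = Melanotan II alone and 100% = Melanotan II plus saturating MCL0020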
Target sequence (P32245 whole entry, looked up): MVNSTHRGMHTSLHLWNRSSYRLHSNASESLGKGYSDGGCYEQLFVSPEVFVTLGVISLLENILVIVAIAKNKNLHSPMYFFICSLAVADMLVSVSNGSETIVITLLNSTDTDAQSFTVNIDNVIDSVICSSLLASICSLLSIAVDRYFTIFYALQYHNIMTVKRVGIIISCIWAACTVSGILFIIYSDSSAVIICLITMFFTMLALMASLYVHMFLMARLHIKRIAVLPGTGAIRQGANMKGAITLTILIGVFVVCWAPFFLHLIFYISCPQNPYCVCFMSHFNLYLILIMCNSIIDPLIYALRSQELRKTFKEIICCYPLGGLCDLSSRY
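Material – human MC4R-expressing U2OS cells · Repeats – no replicates · Detection – TR-FRET with Eu-cAMP and labeled anti-cAMP, 671 nm · Times – compound 30 min, challenge 1 h, detection 1 h · Compound – single nominal compound dose of 6.5 µM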
HTR2A ag = mouse Htr2a agonists via beta-arrestin recruitment, primary screen, cell-based, luminescence; CHO-K1 mHTR2A beta-arrestin complementation; percent of 30 µM serotonin response; hit rate 0.66% among 360,000; activation, % at 7.6 µM;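 active = activation above a run cutoff, the mean activation of all tested compounds plus 3 SD, cut at about 14% in these data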;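 also: 0% = plate median of compound wells and 100% = 30 µM serotonin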
Target sequence (P35363 whole entry, looked up): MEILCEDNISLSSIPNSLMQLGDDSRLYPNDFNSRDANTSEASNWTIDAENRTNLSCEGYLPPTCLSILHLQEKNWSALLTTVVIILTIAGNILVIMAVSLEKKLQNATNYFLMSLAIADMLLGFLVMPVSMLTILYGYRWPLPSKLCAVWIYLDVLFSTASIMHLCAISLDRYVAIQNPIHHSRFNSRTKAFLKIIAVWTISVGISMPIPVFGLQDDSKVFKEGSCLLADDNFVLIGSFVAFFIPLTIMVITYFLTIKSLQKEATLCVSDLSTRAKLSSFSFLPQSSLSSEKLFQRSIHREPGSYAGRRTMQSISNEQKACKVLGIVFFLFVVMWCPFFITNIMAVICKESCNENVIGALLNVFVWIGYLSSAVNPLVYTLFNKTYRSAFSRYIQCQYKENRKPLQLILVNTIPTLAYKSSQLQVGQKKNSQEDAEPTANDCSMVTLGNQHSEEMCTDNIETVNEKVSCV
aDG glyco up = activators of alpha-DG glycosylation, primary screen, uHTS, Pro5-aDG cells, AlphaScreen; alpha-DG glycosylation AlphaScreen (IIH6); 0% Pro5, 100% B10-LARGE cell signal; activation, % at 10 µM; hit rate 0.22% among 360,000; AID 624168, 2012;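 active = activation of at least 8% versus controls, or a plate z-score of at least 8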;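 also: Pro5 are CHO cells carrying HIG-tagged alpha-DG that lacks glycosylation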
MC4R ag barr = MC4R agonists recruiting beta-arrestin, primary screen, cell-based, luminescence, agonist arm of biased-ligand search | U2OS MC4R beta-arrestin complementation; percent of melanotan II response, DMSO zero | activation, % at 8.9 µM | hit rate 0.98% among 360,000;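 active = activation above a per-plate cutoff, the mean activation of sample wells on that plate plus 3 SD, cut at about 8% in these data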
Vif imaging = HIV Vif self-association inhibitors, primary screen, imaging, HEK293T, single point. HEK293T cells, Vif self-association by quenched fluorescence, 24 h. inhibition, % at 7.49 µM. hit rate 0.35% among 340,000. AID 602346, 2012; in the data active = inhibition above about 50%, passing the limit was not always enough; inconclusive = no clear call, values can overlap the other calls; inactive = below about 31%; also: some results filed as inactive read as strong as hits
Cardio protect = cardioprotection against H2O2-induced cell death, primary screen, uHTS, H9c2 cells, ATPLite luminescence; H9c2 cardiomyocytes, H2O2 injury protection, 2 h; protection from H2O2 cell death, % at 20 µM; hit rate 0.63% among 360,000; AID 588492, 2011;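 active = compounds giving at least 50% protection of heart cells from peroxide-induced death in the single-dose screen, raw or plate-pattern-corrected value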;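 also: 0% = DMSO wells with peroxide and 100% = DMSO wells without peroxide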
ABCB6 inh 2 = ABCB6 transporter inhibitors, primary screen, K562-ABCB6 cells, flow cytometry, MLPCN library | ATP-binding cassette sub-family B member 6 (Homo sapiens), Q9NP58 | K562-ABCB6 porphyrin accumulation, 1 h; hits give low values | fluorescence ratio to DMSO, % at 10 µM | hit rate 0.19% among 360,000;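 active = fluorescence ratio to DMSO below 75%, the collection mean minus 3 SD; inconclusive = too few cells collected in the well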;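 also: signal is porphyrin accumulated inside mitochondria; 100% equals median channel fluorescence of DMSO control wells; lower ratio means ABCB6 inhibition with less porphyrin fluorescence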
N-glyco inh = increase of ERlucT glycosylation luciferase signal, primary screen, N-linked glycosylation inhibitor project, D54 ERlucT cells, luminescence, set 2; D54 ERlucT glycosylation luciferase reporter, 24 h; percent of 100 nM tunicamycin response; reporter increase, % at 12.5 µM; hit rate 0.23% among 360,000; AID 588692, 2011;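 active = mean luciferase reporter signal, scaled so untreated is 0 and the glycosylation-blocking control 100, at or above a set limit in every replicate; inconclusive = mean reaches the limit but not every replicate does; inactive = mean below the limit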;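 also: luciferase carries N-glycosylation sites so blocking glycosylation raises the light; 0% = median of neutral control wells and 100% = median of 100 nM tunicamycin wells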
PDI inh = inhibitors of human PDI, primary screen, biochemical, turbidity, single point, plate reader. PDI insulin aggregation turbidity, A650, 90 min. inhibition, % at 10 µM. hit rate 0.052% among 350,000;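 active = mean inhibition across replicates of 30% or more, whatever share of single replicates reach that level; inconclusive = mean inhibition below 30% while every single replicate reaches 30%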;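 also: absorbance from insulin aggregation driven by PDI reduction with DTT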
Numbers without * were called inactive; ? = inconclusive; . = no result given.

Structure	CaV13 FRET inh	MC4R antagonist	HTR2A ag	aDG glyco up	MC4R ag barr	Vif imaging	Cardio protect	ABCB6 inh 2	N-glyco inh	PDI inh
COc1ccccc1OCCCOc1c(C)cc(C)cc1Br	-5	3	-2	0.2	1.1	-3	-2	100	1	3
CC1CCN(C(=O)c2ccc(NC(=O)CC3SC(N4CCCC4)=NC3=O)cc2)CC1 (stereo not drawn)	-6	-2	-2	0.2	-2.6	-15	3	98	0	-11
COc1ccc(C(=O)OCC(=O)c2c[nH]c3ccccc23)cc1OC	-4	3	-3	0.6	0.4	1	1	125	-3	0
CN(C)CCn1c(SCc2ccccc2C#N)nc2c(sc3ccccc32)c1=O	-19	4	-3	0.1	-1.2	-8	8	106	3	8
Cc1noc(C)c1COc1ccc(C(=O)N2CCN(S(=O)(=O)c3ccc(Cl)cc3)CC2)cc1	-6	-4	2	0.1	-2.0	-8	-2	100	1	1
O=C(CCN1C(=O)/C(=C/c2ccccc2Cl)SC1=S)Nc1cccnc1	-14	2	3	-0.1	1.0	-9	-11	95	-1	-3
CC1CN(S(=O)(=O)c2ccc(C(=O)N(CCCN(C)C)c3nc4c(Cl)cccc4s3)cc2)CC(C)O1 (stereo not drawn)	-3	5	5	0.1	-1.4	3	5	102	2	-6
O=C(NNC1=NS(=O)(=O)c2ccccc21)c1ccc([N+](=O)[O-])cc1	-7	-5	-3	0.0	-1.0	?	-9	91	-4	4
Cc1nn(CC(=O)Nc2ccc(N3CCOCC3)cc2)c(C)c1Br	-5	1	3	0.2	0.7	-7	-1	90	1	2
O=C(Nc1ccc2c(c1)OCO2)c1cccc2c1C(=O)N(C1CCCCC1)C2	-2	8	-2	-0.6	-2.5	-3	-4	99	2	-1
Cc1ccsc1C(=O)OCC(=O)NC1CCCC1	-5	-1	3	0.1	-1.0	-3	6	97	-2	3
Cn1c(C(=O)c2ccccc2)nc2ccccc21	-5	8	-10	0.1	-0.4	-8	0	97	-1	-54

Structure	CaV13 FRET inh	MC4R antagonist	HTR2A ag	aDG glyco up	MC4R ag barr	Vif imaging	Cardio protect	ABCB6 inh 2	N-glyco inh	PDI inh
CC(C)Cc1ccc(C(C)C(=O)Nc2ccc(O)cc2)cc1 (stereo not drawn)	-3	15	0	2.2	2.0	0	-8	87	-1	-9
COc1ccc(CN2C(=NC(=O)CCC3CCCC3)SC3CS(=O)(=O)CC32)cc1 (stereo not drawn)	-2	-3	-9	-0.3	-1.8	-4	-4	93	-1	7
Cc1cccc(-c2noc(CCC(=O)N3CCN(c4cc(C)ccc4C)CC3)n2)c1	-7	3	-2	-0.3	2.4	.	-29	100	1	2
CCOC(=O)C1=C(CN2CCc3ccccc32)NC(=O)NC1c1cc(C)ccc1C (stereo not drawn)	-4	3	4	1.1	0.3	-1	-9	98	-1	8
CCCc1cc(=O)oc2cc(OCC(=O)Nc3ccccn3)ccc12	-13	2	7	-0.3	4.4	0	-2	96	-3	1
C=CCNc1nc(C(F)(F)F)nc2c1nnn2Cc1ccccc1Cl	-19	-8	3	0.5	12*	1	-8	103	0	-13
CCc1ccc(C(C)NC(=S)NCc2ccc(F)cc2)cc1 (stereo not drawn)	-6	-4	-3	1.8	0.6	4	-8	93	-4	0
Cc1oc(-c2ccccc2F)nc1CN1CCC(C(=O)NCCC2=CCCCC2)CC1	.	-2	-7	0.1	1.1	-8	-4	92	1	1
COc1cc(CCC(=O)OCC(=O)NCCc2ccc(S(N)(=O)=O)cc2)cc(OC)c1OC	-2	2	1	0.0	-1.7	-3	2	90	1	-4
COCCN(C(=S)Nc1cccc(C)c1)C(C)c1cccs1 (stereo not drawn)	-2	16	0	0.0	0.4	2	-3	96	-2	-9
COc1cc(/C=C2/C(=N)N3C(=NC2=O)SN=C3S(=O)(=O)C(C)C)ccc1OC(=O)c1ccco1	-15	-4	4	-0.1	-3.3	3	-2	97	3	3
O=C(Nc1ccccc1C(=O)O)c1ccccc1	.	20	3	0.0	2.0	3	0	104	0	6

Individual results from the entries so far:
CCCc1cc(=O)oc2cc(OCC(=O)Nc3ccccn3)ccc12 – CaV13 FRET inh = -13
COc1cc(CCC(=O)OCC(=O)NCCc2ccc(S(N)(=O)=O)cc2)cc(OC)c1OC – PDI inh = -4

Continuation:
Structure	CaV13 FRET inh	MC4R antagonist	HTR2A ag	aDG glyco up	MC4R ag barr	Vif imaging	Cardio protect	ABCB6 inh 2	N-glyco inh	PDI inh
O=C(Cc1c(Cl)cccc1Cl)OCC(=O)N1CCN(C(=O)c2ccco2)CC1	-5	22	-2	-0.1	-1.6	-4	-5	97	0	-5
CC(C)(C)[C@H]1COC(=O)CCC/C=C/C[C@H](CC(=O)N(CCO)Cc2ccccc2)C(=O)N1	-9	1	4	0.1	0.3	-1	-1	98	4	1
CCn1c(=O)cc(SCC(=O)N(C)Cc2ccccc2)c2ccccc21	-5	-9	1	-0.1	0.7	-2	8	91	8	3
CC(=O)c1ccc(N2CCN(C(=O)c3cc(-c4cccnc4)nc4ccc(Br)cc34)CC2)cc1	3	15	-4	-0.8	-2.8	-6	53*	92	7	1
O=C(NCc1cccnc1)Nc1cccc(NC(=O)NCc2cccnc2)c1	-5	3	1	0.0	-1.7	0	3	106	0	6
C=CCN(C(=O)CSC1=NC(=O)CN1C(C)=O)c1nc(C)c(-c2ccccc2)s1	-5	13	0	-0.2	-1.0	-1	-1	101	2	0
COc1ccc(C(=O)OCC(=O)C(C)(C)C)cc1S(=O)(=O)N(C)CCc1cccnc1	-2	-4	-2	0.1	-2.3	1	-1	97	-2	-4
CCCCNC(=O)c1ccc2c(c1)S(=O)(=O)c1ccccc1C2=O	.	-6	-6	-0.2	-1.9	1	6	100	-1	-3
Cc1ccc(S(=O)(=O)N[C@@H](CC(C)C)C(=O)N2CCC(C(=O)N[C@@H](Cc3ccccc3)C(=O)O)CC2)cc1	.	6	2	0.1	0.0	2	-3	103	-2	.
CCCCCCN1C[C@@H](n2cc(-c3ccc(F)cc3)nn2)[C@H](O)C[C@@H]1c1ccccc1	-7	6	-2	0.4	2.0	-2	-10	99	-4	2
CCCOc1ccc(C(=O)NCC(c2ccco2)N(C)C)cc1 (stereo not drawn)	-18	8	2	-0.1	-1.5	20	4	95	2	15
COc1ccc(OC)c(-n2c(SCC(=O)NCc3ccco3)nnc2-c2c[nH]c3ccccc23)c1	-6	18	-10	-0.4	-0.4	-1	-4	100	-3	.

Structure	CaV13 FRET inh	MC4R antagonist	HTR2A ag	aDG glyco up	MC4R ag barr	Vif imaging	Cardio protect	ABCB6 inh 2	N-glyco inh	PDI inh
CC1CCCC(NC(=O)CN2C(=O)NC(C)(c3cc(F)ccc3F)C2=O)C1C (stereo not drawn)	-4	5	-3	0.1	-2.1	17	2	98	1	-1
O=C(C[n+]1ccccc1)Nc1c(Cl)cc(Cl)cc1Cl	-4	27	0	0.1	-0.4	-4	4	104	1	-5
Cc1ccccc1NC(=O)CCc1c(C)nn(-c2ccc(N3CCCCC3)nn2)c1C	-1	-3	-5	0.4	1.8	-10	-1	96	-3	4
Cc1nn(-c2ccccc2)c2c1C(c1ccc(F)cc1)C(C#N)=C(N)O2 (stereo not drawn)	-2	-6	3	0.3	0.7	-5	5	104	0	4
Cc1ccc(NC(=S)NNC(=S)NNc2ccccc2)cc1C	-5	7	-1	-0.2	-0.9	.	21	101	0	-5
N#Cc1c(N)n(CCNC(=O)c2cccs2)c2nc3ccccc3nc12	.	12	2	0.1	-2.6	24	12	118	11	-1
C[C@H](NC(=O)c1nc[nH]c1C(=O)N[C@@H](Cc1ccccc1)C(=O)OC(C)(C)C)C(=O)OC(C)(C)C	-6	1	-2	-0.2	3.4	-7	18	101	-4	6
CC(OC(=O)C1CC1)C(=O)Nc1cc(C(F)(F)F)ccc1Cl (stereo not drawn)	-2	7	3	-0.1	-1.4	-5	-3	101	0	-5
O=S(=O)(c1ccc(F)cc1)N1CCCC(c2nc(-c3ccc(F)cc3)no2)C1 (stereo not drawn)	-9	8	-1	0.6	-0.9	-2	-11	97	-2	7
CCNC(=O)NC(=O)CSc1ccc(S(=O)(=O)N2CCOCC2)cn1	-4	-1	1	0.2	-0.5	16	-4	91	1	-2
Cc1ccc(CNC(=O)c2ccc(NC(=O)C3=CSCCO3)cc2)cc1	-15	3	1	-0.1	-3.0	16	2	99	-2	0
O=C(Nc1ccc2c(c1)OCCO2)C1CCN(c2nnnn2-c2ccccc2)CC1	-6	-2	-2	0.4	3.2	-7	-3	110	1	0

Structure	CaV13 FRET inh	MC4R antagonist	HTR2A ag	aDG glyco up	MC4R ag barr	Vif imaging	Cardio protect	ABCB6 inh 2	N-glyco inh	PDI inh
Cn1c(=O)cc(SCC(=O)NCc2ccco2)c2ccccc21	-6	0	2	0.0	-2.1	.	8	89	.	4
COc1ccc(C(NC(=O)CN2C(=O)NC3(CCc4ccccc43)C2=O)c2ccccc2)cc1 (stereo not drawn)	-5	7	-7	0.0	0.1	12	2	97	0	-1
Cc1ccc(OCC(=O)N/N=C/c2c[nH]c3ccccc23)c([N+](=O)[O-])c1	-4	-43	-1	0.0	2.0	5	-1	94	0	1
O=C(CCN1N=C(c2ccccc2)CCC1=O)NCC1COc2ccccc2O1 (stereo not drawn)	-4	10	0	-0.1	-0.4	-7	0	97	-2	-2
Cc1[nH]c2ccccc2c1Cc1n[nH]c(=S)n1C	.	9	6	-0.4	-3.1	11	8	97	1	4
Cc1ccc(SCC(=O)OCC(=O)NC(C)c2ccc(Br)cc2)cc1 (stereo not drawn)	-7	7	0	-0.2	0.8	-3	-2	96	0	2
O=C(NCc1nnc2c3ccccc3c(-c3ccccc3)nn12)c1ccccc1Cl	0	2	1	0.0	0.6	9	2	91	-1	9
COC(=O)C/C(N)=C(\C#N)C(=O)OC	-13	2	3	0.1	0.3	-5	14	95	1	-13
C=CCn1c(NCCOC)nc2c1c(=O)n(C)c(=O)n2C	-5	-1	-2	-0.1	-0.8	-2	-1	95	1	-6
O=C(NCCS(=O)(=O)N1CCN(c2cccc(Cl)c2)CC1)c1cc(=O)c2ccccc2o1	-3	12	-1	-0.3	-2.1	-3	6	102	-2	-2
CCC(=O)N1CCN(c2nnc(-c3ccccc3)c3ccccc23)CC1	-20	6	-2	-0.1	-2.8	-1	0	100	-2	1
CC(CN1CCOCC1)C(=O)O (stereo not drawn)	-2	11	8	0.1	-2.1	9	8	97	0	9

Screens from PubChem BioAssay.
